CSM14.1 death rescue: rescue of cells from ER stress-induced death, primary screen, 384-well, CSM14.1, thapsigargin, ATP luminescence (AID 1222); CSM14.1 thapsigargin-induced death rescue, ATP luminescence; higher % means a stronger effect; one-dose cellular ATP content (survival), % at 20 µM; EC50 in µM for titrated hits; 190,000 tested, under 10 active;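 active = EC50 below 50 µM in the dose-response confirmation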;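 also: death triggered by thapsigargin at about 15 µM added after 2 h compound pretreatment; cell ATP read after overnight thapsigargin exposure of roughly 18 to 22 hours; normalized against plate controls of thapsigargin alone and 5% DMSO vehicle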
West Nile antiviral: West Nile virus antiviral activity, cell-based, CPE readout (AID 1621). 0.02% of 290,000 active. CPE inhibition, % at 10 µM; hits with a dose series show IC50 in µM. West Nile virus-infected cells, CPE inhibition; higher % means a stronger effect; in the data active = a potency from the dose series; inconclusive = CPE inhibition mostly from about 3.7% at the one dose, without a potency; inactive = the rest, 99 in 100 with CPE inhibition below about 2.2%; also: strong numbers were not always called active
Salmonella PhoP GFP: inhibitors of PhoP regulon expression, primary screen, Salmonella Typhimurium, GFP reporter (AID 1863); S. Typhimurium PhoP-regulated promoter GFP reporter, 4 h; higher % means a stronger effect; one-dose inhibition, % at 50 µM; IC50 in µM for titrated hits; 0.16% of 300,000 active;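 active = inhibition over 29.93%, a cutoff 3 SD above the screen mean, later confirmed by dose response; inconclusive = inhibition over 29.93% but no dose response follow-up; inactive = inhibition at most 29.93% or unconfirmed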;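 also: 0% = low Mg2+ inducing control and 100% = high Mg2+ repressing control; strong numbers were not always called active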
RSV CPE inhibition: RSV antiviral activity via CPE protection, HEp-2 cells, primary 10 µM value included (AID 2391); 0.13% of 310,000 active; one-dose CPE inhibition, % at 10 µM; IC50 in µM for titrated hits; HEp-2 cells, RSV-induced CPE inhibition; higher % means a stronger effect; in the data active = a potency from the dose series; inconclusive = CPE inhibition mostly from about 23% at the one dose, without a potency; inactive = the rest, 99 in 100 with CPE inhibition below about 21%; also: strong numbers were not always called active
LYP inhibition: inhibitors of LYP phosphatase, biochemical, fluorescence intensity, uHTS (AID 1779) | Tyrosine-protein phosphatase non-receptor type 22 (Homo sapiens) | recombinant LYP phosphatase, fluorescence intensity; higher % means a stronger effect | inhibition, % at 11.5 µM, or IC50 in µM where a hit was titrated | 0.054% of 290,000 active; in the data active = inhibition above about 50%;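 also: plate controls were vehicle with enzyme for no effect and no enzyme for full effect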
Rac1 GTP hydrolysis: MgcRacGAP GTPase-activating activity inhibitors, confirmation, biochemical, ADP Hunter fluorescence; Rac GTPase-activating protein 1 (Homo sapiens); MgcRacGAP-stimulated Rac1 GTP hydrolysis, ADP Hunter fluorescence; higher % means a stronger effect; GST-tagged Rac1 F28L mutant substrate; inhibition, % at 30 µM, or IC50 in µM where a hit was titrated; 0.6% of 340,000 active;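 active = first-screen hits whose inhibition reached a set limit at any dose in the follow-up dose series; inconclusive = inhibition above the set first-screen limit but never retested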;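 also: fluorescence reports GDP produced by GAP-driven GTP hydrolysis; strong numbers were not always called active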
Large T inhibition: SV40 large T antigen inhibitors, biochemical (AID 1903) | SV40 large T antigen ATPase/helicase inhibition assay; higher % means a stronger effect | inhibition, % at 20 µM, or IC50 in µM where a hit was titrated | 0.39% of 310,000 active; in the data active = a potency from the dose series; inconclusive = inhibition mostly from about 32% at the one dose, without a potency; inactive = the rest, 99 in 100 with inhibition below about 32%; also: strong numbers were not always called active
NS5 inhibitors: Dengue-2 NS5 methyltransferase inhibitors, primary screen, biochemical, confirmation dose response (AID 588689); Genome polyprotein (Dengue virus type 2 (strain 16681-PDK53)); 0.3% of 340,000 active; Dengue-2 NS5 methyltransferase capping enzyme assay, biochemical; higher % means a stronger effect; one-dose inhibition, % at 25 µM; IC50 in µM for titrated hits; in the data active = a potency from the dose series; inconclusive = inhibition above about 29% without an active follow-up result
GPR35 arrestin U2OS: GPR35 antagonists blocking zaprinast-driven arrestin recruitment, primary screen, imaging, U2OS, beta-arrestin-GFP, zaprinast agonist (AID 2058); U2OS GPR35 beta-arrestin-GFP translocation imaging, zaprinast antagonism; higher % means a stronger effect; G-protein coupled receptor 35 (Homo sapiens); one-dose inhibition, % at 10 µM; IC50 in µM for titrated hits; 0.052% of 290,000 active;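 active = inhibition of at least 50% with at least 30 cells and total cytoplasm GFP at most 10,000,000; inconclusive = under 30 cells or total GFP of 10,000,000 plus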
* marks the source's active call; other numbers are inactive results; ? = inconclusive; · = no result given.

SMILES	CSM14.1 death rescue	West Nile antiviral	Salmonella PhoP GFP	RSV CPE inhibition	LYP inhibition	Rac1 GTP hydrolysis	Large T inhibition	NS5 inhibitors	GPR35 arrestin U2OS
CCN(CC)S(=O)(=O)c1ccc2oc(C(=O)N3CCCCCC3)c(C)c2c1	-2.7%	-0.2%	-2.5%	15.4%	7.2%	5.0%	-4.8%	-9.7%	-3.3%
Cc1cccc(NC(=O)Nc2cc(C)cc(C)n2)c1	0.1%	-0.7%	14.3%	4.3%	-1.4%	6.8%	-16.2%	-3.5%	-10.7%
COc1cccc(Nc2ncnc3c2cnn3-c2cccc(C)c2)c1	-2.2%	-0.9%	2.8%	10.4%	3.0%	3.4%	3.8%	-3.3%	18.6%
CCOC(=O)CCC(NC(=O)CC(=O)NC(CCC(=O)OCC)C(=O)OCC)C(=O)OCC (centres undefined)	1.6%	-0.1%	-7.3%	1.2%	-7.6%	0.2%	23.1%	3.2%	0.6%
CC1=NNC(=O)C1CCC(=O)N/N=C/C=C/c1ccccc1 (centres undefined)	-1.6%	0.6%	-11.0%	1.2%	2.5%	11.3%	6.4%	0.9%	-6.8%
Cc1ccccc1NC(=O)Cn1nc(C(F)(F)F)cc1C1CC1	-1.8%	-0.2%	-2.9%	0.8%	-10.1%	6.0%	-0.6%	-3.2%	-3.7%
CCOc1ccc2oc(=O)cc(CN3CCN(Cc4ccccc4)CC3)c2c1	·	-1.4%	11.6%	1.3%	-13.3%	9.9%	-4.5%	2.7%	11.8%
CC(C)C/C(O)=C/c1nc2cc(Cl)ccc2oc1=O	-3.6%	-0.2%	2.1%	1.9%	-4.6%	?	?	-2.6%	8.8%
O=C(Nc1ccccc1)Nc1ccncc1	·	-0.5%	5.8%	-1.9%	-2.2%	-8.2%	4.6%	-15.2%	-9.6%
Cn1c(O)c(C=Nc2ccc(N3CCOCC3)cc2)c(=O)n(C)c1=S	0.4%	-0.3%	-3.0%	·	3.7%	10.4%	8.1%	?	2.9%
CC(C)(C)NC(=O)C(c1cccnc1)N(C(=O)c1ccc(Cl)nc1)C1CCCC1 (centres undefined)	-0.5%	0.2%	0.0%	2.4%	-8.2%	8.4%	24.1%	0.8%	12.1%
CCOC(=O)NNC(=O)NCCCCCCNC(=O)NNC(=O)OCC	·	0.5%	11.0%	0.6%	-5.6%	2.2%	9.8%	9.3%	2.7%
COc1ccc(-c2cc(C(F)(F)F)nc(SCC(=O)Nc3ccc4c(c3)OCO4)n2)cc1	4.3%	-0.4%	-16.4%	1.4%	-0.4%	2.6%	3.0%	-5.8%	-7.0%
CC(=O)Nc1ncnc2c1c(-c1ccc(Cl)cc1)nn2C(C)(C)C	-0.7%	?	7.2%	11.2%	-6.2%	6.3%	7.6%	-2.3%	19.6%
OCCN(Cc1ccccc1)Cc1ccc(C(F)(F)F)cc1	-0.3%	-0.4%	-6.2%	-0.4%	-7.1%	30.4%	6.5%	-3.4%	-8.6%
O=C(CSc1nnc(-c2cccs2)n1CC1CCCO1)c1cc2ccccc2o1 (centres undefined)	-2.5%	·	13.9%	2.5%	-6.7%	26.2%	10.1%	-6.3%	26.7%
O=S(=O)(Cc1ccccc1)NCC1CCCN(Cc2ccc(F)c(F)c2)C1 (centres undefined)	-0.6%	-0.7%	-3.3%	-2.6%	-9.7%	-0.1%	2.9%	-6.2%	-4.6%
Cc1c(C(=O)N2CCN(c3ccc([N+](=O)[O-])cc3)CC2)sc2ncn(CC(=O)N3CCOCC3)c(=O)c12	·	0.2%	5.2%	10.7%	0.3%	1.1%	-2.1%	-9.8%	-8.9%
CNC(=S)N(Cc1ccc(Cl)cc1)Cc1cccs1	·	-1.1%	-0.3%	0.5%	-1.3%	11.7%	5.2%	6.9%	-1.6%
CCOC(=O)N1CCN(C(=O)CN(C)S(=O)(=O)c2ccc(OCC)cc2)CC1	·	-0.4%	5.1%	1.0%	-7.4%	4.0%	-3.0%	-12.5%	0.9%
COc1ccc(CCNC(=O)c2c(C)nc3ccccn23)cc1	0.9%	-0.6%	-4.6%	6.6%	-6.3%	10.3%	4.2%	-3.0%	-6.2%
CCOC(=O)c1sc2nc(C)nc(NCc3cccnc3)c2c1C	0.7%	-1.2%	-8.5%	6.3%	-7.1%	11.8%	-4.0%	2.2%	1.7%
COc1ccc(/C(=N/OC(C)=O)c2nccc3cc(OC)c(OC)cc23)cc1OC	·	0.5%	-5.6%	2.8%	-7.4%	5.9%	7.8%	0.0%	12.7%
O=C(CSc1nc(-c2ccccc2)c(-c2ccccc2)[nH]1)N1CCN(S(=O)(=O)c2ccccc2)CC1	-2.3%	-0.5%	-1.0%	13.8%	10.1%	6.6%	6.3%	-13.5%	5.5%
O=C(Nc1cccnc1)c1cccs1	-2.9%	?	4.0%	?	-5.0%	5.2%	-5.0%	0.0%	-2.2%
c1ccc(CCCCNCC2COc3ccccc3O2)cc1 (centres undefined)	-2.0%	-0.9%	8.0%	-0.6%	-6.2%	9.7%	6.3%	-8.0%	-7.4%
O=S(=O)(Nc1ccccc1Cl)c1cccc2nsnc12	·	-0.2%	-1.9%	2.1%	-6.1%	4.1%	13.2%	·	-3.0%
CC1CCCCC1NC(=O)COn1nnc2ccc(Cl)cc21 (centres undefined)	-0.1%	-0.1%	1.4%	0.3%	-4.9%	7.2%	5.3%	-1.4%	12.4%
COCCNC(=O)Cn1c(=O)n(CCCCCC(=O)NCc2ccc3c(c2)OCO3)c(=O)c2sccc21	-2.6%	-0.1%	-8.2%	-0.1%	-5.9%	·	3.0%	·	3.9%
COc1ccc(CSc2nc(CSC)cc(N3CCOCC3)n2)cc1	-0.6%	0.4%	-7.0%	4.5%	-7.7%	-2.6%	18.6%	-0.7%	9.5%
N#C/C(=C\c1ccccc1OCc1ccc(C(=O)O)cc1)c1ccccc1	-1.1%	0.0%	-4.2%	1.5%	-4.4%	2.5%	-10.9%	3.6%	2.7%
O=C1CCCN1CCC12CC3CC(CC(C3)C1)C2	2.3%	-0.3%	-9.7%	0.3%	2.4%	4.9%	7.5%	1.4%	9.4%
Cc1cc(N/N=C/c2c[nH]c3ccccc23)c2ccccc2n1	-1.9%	-0.2%	3.6%	2.8%	-6.1%	-1.2%	5.5%	5.3%	-0.5%
O=C(NCCNC(=O)c1ccccc1Br)c1cccnc1	·	0.3%	4.2%	0.9%	-4.9%	6.9%	-4.3%	11.2%	-9.6%
CCOC(=O)c1cccc(C(=O)Nc2nc3ccc(OC)cc3s2)n1	·	0.2%	-4.3%	-0.7%	1.5%	2.2%	1.3%	-6.2%	0.4%
O=C(NC1CCCCC1)C(c1cccnc1)N(C(=O)c1csnn1)c1ccccc1 (centres undefined)	·	0.0%	0.1%	0.7%	-4.8%	5.5%	12.4%	4.1%	2.7%
Cc1ccc(CCNC(=O)c2coc3nc4ccccc4nc23)cc1	-1.4%	·	-5.1%	2.3%	-3.1%	10.0%	14.8%	28.1%	4.5%
Cc1cc(C)c2c(CN3CCN(Cc4ccccc4)CC3)cc(=O)oc2c1C	·	-0.5%	4.5%	?	-4.2%	11.4%	3.4%	-4.6%	-25.1%
O=C(CCCN1C(=O)/C(=C/c2ccccc2Cl)SC1=S)NNC(=O)c1ccc(Cl)cc1	·	0.2%	-2.3%	7.6%	5.0%	-0.1%	4.2%	28.1%	2.5%
O=C(O)c1ccc(COc2ccccc2[N+](=O)[O-])o1	-2.8%	0.2%	-12.3%	0.2%	-9.4%	9.7%	3.8%	-8.9%	9.8%
COc1cc(/C=N/NC(=O)C(Cc2c[nH]c3ccccc23)NC(=O)OCc2ccccc2)cc([N+](=O)[O-])c1O (centres undefined)	2.1%	0.5%	3.0%	1.9%	14.2%	8.8%	21.5%	19.1%	8.1%
Cc1cc(S(=O)(=O)N2CCc3ccccc3C2)ccc1F	·	-0.4%	4.2%	0.9%	-9.4%	7.3%	1.6%	-4.3%	-1.0%
O=C(NC1CCN(S(=O)(=O)c2ccc(F)cc2)CC1)c1cccc(F)c1	·	0.9%	13.1%	0.2%	-4.6%	4.4%	5.1%	-10.9%	-1.5%
O=C(NC1CCN(Cc2ccc3ccccc3c2)CC1)c1ccccc1	·	-1.1%	-3.6%	1.1%	-7.8%	5.0%	10.7%	-2.0%	-0.5%
COCCNCCCOc1ccc(C(C)(C)c2ccccc2)cc1	-0.7%	-0.5%	-9.5%	-0.8%	-9.2%	25.2%	5.0%	-3.9%	10.1%
O=C(Nc1nnc(-c2ccccc2)o1)C1CCCCC1	-1.2%	0.4%	-2.0%	4.2%	-5.7%	5.1%	6.2%	-1.4%	2.9%
COc1ccc(NS(=O)(=O)c2cccc(NC(=O)NC3CCCCC3)c2)cc1	-4.5%	-1.4%	-11.6%	6.0%	6.1%	5.3%	0.6%	-7.1%	2.3%
O=C(Nc1ccc(Cl)cc1)c1ccc(S(=O)(=O)N2CCOCC2)cc1	·	-0.9%	-3.2%	2.3%	-8.2%	9.3%	7.1%	-4.9%	-13.9%
Cc1cc(C(=O)CC#N)c(C)n1-c1ccc(OC(F)F)cc1	-1.0%	-0.3%	7.1%	9.3%	0.3%	13.9%	4.1%	-4.8%	-6.6%
CCOC(=O)C1=C(COC(=O)CNC(=O)c2ccc(Cl)cc2Cl)NC(=O)NC1C (centres undefined)	·	·	2.4%	0.1%	·	0.5%	5.5%	0.0%	·
CCCc1cc(=O)[nH]c(SCC(=O)NC2CCCCC2)n1	-2.5%	0.4%	10.4%	1.5%	-6.0%	-6.8%	8.8%	-2.8%	-14.2%
COC(=O)c1ccccc1NC(=O)C(=O)NCc1ccncc1	-0.6%	-0.2%	0.8%	1.3%	-11.4%	28.5%	5.5%	2.7%	18.8%
O=C(/C=C/c1ccco1)Nc1ccccc1C(=O)O	-1.6%	1.2%	1.4%	0.6%	2.0%	·	-14.8%	·	-12.1%
NC(=O)SCC(=O)Nc1ccccc1C(=O)O	·	-0.3%	-1.8%	0.9%	-6.3%	23.9%	7.3%	-4.9%	4.6%
O=C(c1ccc([N+](=O)[O-])cc1)N1CCSC1c1ccccc1Cl (centres undefined)	0.5%	-0.1%	1.9%	-0.3%	-8.0%	6.9%	6.9%	-4.5%	31.7%

Two of the compounds above, with bars between the fields:
molecule | CSM14.1 death rescue | West Nile antiviral | Salmonella PhoP GFP | RSV CPE inhibition | LYP inhibition | Rac1 GTP hydrolysis | Large T inhibition | NS5 inhibitors | GPR35 arrestin U2OS
CCOC(=O)C1=C(COC(=O)CNC(=O)c2ccc(Cl)cc2Cl)NC(=O)NC1C (centres undefined) | · | · | 2.4% | 0.1% | · | 0.5% | 5.5% | 0.0% | ·
CCCc1cc(=O)[nH]c(SCC(=O)NC2CCCCC2)n1 | -2.5% | 0.4% | 10.4% | 1.5% | -6.0% | -6.8% | 8.8% | -2.8% | -14.2%

Screens: PubChem, several laboratories
